NPY-Y2 antag: antagonists of human neuropeptide Y receptor Y2 | NPY-Y2 expressing cells, antagonist mode | inhibition, % at 2.7 µM | AID 793 | 140,000 tested, 0.99% active | P49146; in the data active = inhibition above about 17%;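 note: 0% = vehicle with agonist challenge and 100% = reference antagonist with challenge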
Target sequence (P49146 whole entry, looked up): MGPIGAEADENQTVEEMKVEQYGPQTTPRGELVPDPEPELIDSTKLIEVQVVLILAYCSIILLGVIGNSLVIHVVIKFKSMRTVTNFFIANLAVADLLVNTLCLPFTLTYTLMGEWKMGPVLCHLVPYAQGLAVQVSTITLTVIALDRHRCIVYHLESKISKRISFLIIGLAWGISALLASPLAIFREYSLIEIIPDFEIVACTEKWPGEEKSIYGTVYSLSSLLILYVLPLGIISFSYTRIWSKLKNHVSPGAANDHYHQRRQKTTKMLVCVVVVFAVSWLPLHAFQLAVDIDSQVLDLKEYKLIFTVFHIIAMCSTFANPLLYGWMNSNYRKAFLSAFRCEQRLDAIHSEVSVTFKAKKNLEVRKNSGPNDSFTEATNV
Measles CPE: protection of cells from measles virus | Measles virus-infected cells, CPE protection, absorbance | protection (pct of control), % at 4 µM | 140,000 tested, 1.5% active | AID 841; in the data active = protection mostly above about 24%, no sharp cut-off; inactive = mostly below about 26%; note: some compounds called inactive have numbers as strong as hits
HCT116 bCat-KO: beta-catenin-lacking colon tumor cell growth suppression; AID 818; 140,000 tested, 1.5% active; HCT116 beta-catenin knockout viability, CellTiter-Glo, 60 h; hits give low values; viability, % at 10 µM;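 active = viability at or under a set limit, the compound median less 4 SD, cut at about 6% in these data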;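 note: 0% = Hyamine 1622 control at 20 µM and 100% = untreated cell control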
E-sel TNF inh: TNF alpha driven E-selectin expression inhibition. HUVEC TNFa-induced E-selectin immunofluorescence, high content. inhibition, % at 2 µM. 120,000 tested, 0.71% active;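 active = inhibition above the batch mean plus 3 SD, and confirmed as a hit on visual image review, cut at about 43% in these data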;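 note: 0% = TNF-stimulated DMSO wells and 100% = unstimulated control wells; not every result past the cut was called active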
Phagocyt inh: macrophage phagocytosis inhibition | AID 1029 | 110,000 tested, 0.07% active | inhibition, % at 5 µM | J774A.1 macrophage IgG-bead phagocytosis, imaging;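 active = inhibition above the mean of the plate negative controls plus 5 SD, cut at about 13% in these data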;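 note: phagocytic index as fraction of beads internalized from green versus red external bead signal; plate controls were DMSO negative control for no effect and cytochalasin-D positive control for full effect; some results beyond the cut were filed as inactive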
Yeast growth inh: yeast BB579 growth reduction in restrictive medium. S. cerevisiae BB579 growth, OD615, 48 h. 140,000 tested, 0.51% active. inhibition, % at 10 µM;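 active = inhibition above a set limit, 3 SD over the mean compound inhibition, cut at about 44% in these data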; note: inactives centre near -24
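System: Saccharomyces cerevisiae DeaD strain BB579, replicative lifespan model yeast. Buffer or medium: restrictive glucose-based CSMM-D medium. Doses: one dose, 10 µM compound with 0.25% DMSO. Timing: 4 h preincubation and 48 h exposure at 30 °C. Detection: turbidity as optical density at 615 nm. Benchmarks: amphotericin B 10 µg/mL, positive.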
PTEN del growth: PTEN-deleted cell growth suppression; viability, % at 10 µM; 140,000 tested, 1.2% active; HCT116 PTEN-null viability, CellTiter-Glo, 60 h; hits give low values;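 active = viability at or below a set limit, 4 SD under the median of all tested compounds, cut at about 3.7% in these data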;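 note: PTEN knockout HCT116 line with beta catenin targeted HCT116 as companion control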
Yeast life ext: yeast lifespan extension. S. cerevisiae growth with nicotinamide, OD615; deaD strain in restrictive glucose medium. inhibition of the nicotinamide effect, % at 10 µM. 130,000 tested, 0.68% active. AID 775;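 active = inhibition above a set limit, placed 3 SD over the median of all compounds, cut at about 26% in these data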;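 note: 0% = nicotinamide-treated wells and 100% = cells grown without nicotinamide; some compounds called inactive have numbers as strong as hits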
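System: DeaD-strain S. cerevisiae / Buffer or medium: CSMM-D, restrictive glucose (dextrose) synthetic minimal medium / Probe or stimulus: nicotinamide, 1.5 mM, co-present with compound / Compound: one concentration, 10 µM, DMSO 0.25% / Incubation: 48 h compound exposure at 30 °C, humidified / Technique: optical density (absorbance) at 615 nm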
MRP-1 activ: activators of MRP-1 | H69AR cells + doxorubicin, viability rescue, CellTiter-Glo | viability increase, % at 10 µM | 140,000 tested, 0.61% active;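 active = viability gain under doxorubicin at or above a set limit, the compound median plus 3 SD, cut at about 4.7% in these data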;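 note: MRP-1 overexpressing cells given doxorubicin 25 µM after compound pretreatment; 18-22 h compound pretreatment then 72 h with doxorubicin before readout; 0% = doxorubicin-only wells and 100% = vehicle-treated cells without doxorubicin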
GALR2 blocker: GALR2 (human) receptor antagonism; O43603; GALR2-expressing cells, antagonist mode; inhibition, % at 4 µM; 140,000 tested, 0.39% active; in the data active = inhibition above about 27%;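 note: cells stimulated with galanin 1-16 at roughly its EC80; 0% = agonist challenge control and 100% = basal control without agonist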
Target sequence (O43603 whole entry, looked up): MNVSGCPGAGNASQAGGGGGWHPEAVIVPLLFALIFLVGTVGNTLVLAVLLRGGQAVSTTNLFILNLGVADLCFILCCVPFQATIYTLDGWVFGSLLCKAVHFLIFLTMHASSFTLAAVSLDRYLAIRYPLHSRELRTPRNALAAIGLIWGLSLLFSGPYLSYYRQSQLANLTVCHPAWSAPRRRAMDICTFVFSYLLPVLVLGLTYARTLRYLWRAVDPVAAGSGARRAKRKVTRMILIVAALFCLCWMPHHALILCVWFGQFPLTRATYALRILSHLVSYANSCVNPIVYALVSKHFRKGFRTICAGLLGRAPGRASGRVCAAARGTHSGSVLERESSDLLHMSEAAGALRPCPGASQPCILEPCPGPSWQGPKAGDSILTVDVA
* hit, by the source's call; · = not tested or not shown.

SMILES	NPY-Y2 antag	Measles CPE	HCT116 bCat-KO	E-sel TNF inh	Phagocyt inh	Yeast growth inh	PTEN del growth	Yeast life ext	MRP-1 activ	GALR2 blocker
CN(C(=O)c1cccs1)c1ccccc1C(=O)O	3.3	3.7	94.0	-23.0	0.9	-42.0	105.5	-15.2	-1.4	5.5
C=CCc1ccc(OCCCCNC(C)CC)c(OC)c1 (centres undefined)	6.5	8.8	86.9	12.4	0.9	-48.3	79.8	0.6	-3.2	-3.5
COc1ccc(C2/C(=C(/O)c3ccc(C)cc3)C(=O)C(=O)N2C)cc1 (centres undefined)	0.2	1.0	96.3	6.7	-0.7	-8.4	104.7	-3.1	-2.5	9.9
COC(=O)c1cccc(NC(=O)C2COc3ccccc3O2)c1C (centres undefined)	·	22.9	95.0	·	·	-37.3	96.0	·	0.5	·
Cc1cccc(C)c1NC(=O)CC1SC2=NCCN2C1=O (centres undefined)	-2.2	12.5	93.5	-42.8	-3.7	19.5	90.7	-4.4	-4.1	-4.9
O=C(CSc1ccc2nnc(-c3cccnc3)n2n1)N1CCOCC1	2.9	18.3	112.7	·	-0.5	8.2	103.3	-6.7	-0.3	1.1
CC1(C(=O)NCCN2CCOCC2)C=CC2(CCCCC2)N1C(=O)c1ccccc1 (centres undefined)	-1.6	4.0	87.9	·	·	-47.3	81.3	-4.0	-1.2	9.4
COc1cccc(NC(=O)C23CCC(C)(C(=O)O2)C3(C)C)c1 (centres undefined)	2.0	3.6	89.5	12.5	1.2	-2.0	92.3	-5.5	-2.9	-2.5
CCCCn1c(N)nc2ccccc21	1.3	6.8	72.9	·	0.3	-39.9	82.1	24.5	-2.6	-4.7
COC(CN(C(=O)CCl)C(C(=O)NC1CCCCC1)c1ccc(Cl)cc1)OC (centres undefined)	3.1	12.0	67.0	·	-8.4	-30.0	67.9	-1.1	-5.5	-6.3
O=C1C2CC=CCC2C(=O)N1c1ncn[nH]1 (centres undefined)	0.1	5.3	110.4	8.6	2.8	-10.7	103.3	-5.5	0.3	1.8
O=C(NCc1ccccc1)c1cc2nc(C3CC3)cc(C(F)(F)F)n2n1	4.0	8.7	107.8	7.4	-3.4	-47.7	107.2	-17.2	-0.5	0.1
OC(COc1ccccc1)CN1CCN(c2ncccn2)CC1 (centres undefined)	2.4	1.2	90.5	-6.4	·	-7.7	105.5	-4.9	-0.4	-1.5
CCCN(CCC(=O)Nc1ccccc1F)CC1CC1	-1.9	6.5	77.3	·	-2.4	-11.2	98.6	9.7	0.2	6.4
CCCc1nnc(SCC(=O)N2CCCCC2C)n1CC (centres undefined)	-2.5	10.1	103.2	-2.8	·	-17.3	91.9	-4.8	-1.1	-4.3
c1ccc(-c2ccccc2OCCN2CCCCC2)cc1	14.4	4.3	77.4	-12.2	-5.8	-25.6	86.7	0.6	-2.1	6.9
COc1ccc(-c2csc(NC(=O)c3ccc(S(=O)(=O)N4CCc5ccccc5C4)cc3)n2)cc1	-1.1	16.6	63.3	·	-7.5	-40.0	56.8	-1.7	-2.4	15.1
O=c1cc(-c2ccc(Cl)c(Cl)c2)[nH][nH]1	4.5	35.6	82.2	-2.4	-1.1	-0.6	80.5	-15.5	-1.7	2.1
CCN(Cc1ccccc1)c1ccc(N=Nc2nn(C)c(C)c2[N+](=O)[O-])cc1	-5.2	26.2	79.2	-38.6	-7.7	-32.3	80.7	-3.5	0.2	-6.3
CC1=C(C(=O)Nc2ccccn2)C(c2cccnc2)n2nnnc2N1 (centres undefined)	0.0	3.7	99.5	11.8	-0.5	-0.6	100.9	-16.2	0.0	3.3
CC1(C)CC(=O)C2=C(C1)OC(N)=C(C#N)C2C1C=CCCC1 (centres undefined)	0.6	14.8	85.2	5.7	1.4	-25.8	77.2	-3.2	-1.0	3.0
Cn1ncc2c(NNC(=O)c3ccc(Cl)cc3Cl)ncnc21	0.9	27.0	81.4	·	-9.5	10.3	85.5	-3.0	1.6	-3.6
O=C(NCc1ccco1)c1cccc2c1C(=O)N(C1CCCCC1)C2	2.6	2.2	96.7	-95.5	·	-38.1	94.9	-0.3	-1.7	-6.8
CCN(C(=O)CN1CCCCC1)C1(C)C(=O)c2ccccc2C1=O	0.8	11.7	85.9	·	3.9	-7.3	99.7	7.8	-0.1	-15.1
CCC1CC2(C)NC(=O)c3c(sc4c3CC(C)(C)OC4)N2C1=O (centres undefined)	1.4	6.9	84.5	·	0.0	-12.3	97.6	-16.2	-2.2	1.0
More records.
SMILES	NPY-Y2 antag	Measles CPE	HCT116 bCat-KO	E-sel TNF inh	Phagocyt inh	Yeast growth inh	PTEN del growth	Yeast life ext	MRP-1 activ	GALR2 blocker
CCOC(=O)c1ccc(Cl)c(NC(=O)c2ccc(-c3ccccc3)cc2)c1	4.3	2.4	66.2	-2.9	·	-17.1	68.8	-5.7	-4.0	-4.5
COc1ccc(CN2C(=O)c3cccnc3C2Nc2cc(Cl)c(OC)cc2OC)cc1 (centres undefined)	1.4	6.8	98.4	·	·	-71.2	99.9	-10.2	-0.9	-3.8
COC(=O)Cc1ccc(NC(=S)N2CCCC(C)C2)cc1 (centres undefined)	0.8	6.4	97.2	20.9	-1.4	-7.7	102.6	0.3	0.4	3.7
CC(=O)Nc1cc2c(cc1C(=O)c1ccc(C)cc1)OCCO2	4.3	6.1	95.6	10.6	-1.8	-19.2	101.8	-7.8	-0.9	10.5
CC(C)(c1ccccc1)c1ccc(OCCn2cnc3ccccc3c2=O)cc1	9.6	2.6	18.3	0.7	-0.4	-32.9	32.9	2.9	-2.8	-6.4
O=C(O)COc1cccc2nsnc12	0.6	3.3	107.7	-1.1	-0.4	-76.3	107.3	0.7	0.2	3.4
CC1(C)NC(=O)N(CCCCOc2ccc3c(c2)CCC3)C1=O	1.3	31.2	79.9	5.5	-1.6	-52.7	83.6	-6.1	-0.2	3.8
COc1ccccc1N(CC(O)Cn1c2ccccc2c2ccccc21)S(=O)(=O)c1ccccc1 (centres undefined)	7.9	6.9	29.9	8.3	-1.2	-26.1	24.4	0.7	-3.5	-7.1
Cc1occc1-c1nnc(SCC(=O)NCc2ccco2)n1CC(C)C	1.5	5.0	93.8	-15.5	0.2	-18.9	89.1	-15.9	-4.3	4.0
CCCCn1cnc2sc(-c3ccccc3)cc2c1=O	1.5	3.1	91.6	26.4	·	-24.6	75.8	-26.5	-4.5	2.2
S=C(NCCc1ccccc1)N/N=C/c1c(Cl)cccc1Cl	22.6*	7.4	76.7	·	-3.2	-26.7	77.2	9.5	-0.9	-5.5
CC(=O)Nc1sc(/C(C#N)=C\c2cccc(Cl)c2)nc1-c1ccc(C)cc1	1.1	8.6	102.3	8.4	-4.9	18.5	100.1	-3.6	-1.3	21.9
N#CCCNCC1(c2ccccc2)CCCC1	-0.1	10.5	109.0	-6.8	0.4	-3.7	96.7	-13.2	0.1	-9.2
COc1cc(O)oc1C=Nc1ccc(Cl)cc1Cl	2.0	6.3	90.3	0.2	·	-7.2	101.3	-31.8	0.3	4.1
COc1ccc(C(CNc2ccc(S(=O)(=O)N3CCCC3)cc2[N+](=O)[O-])N2CCCC2)cc1 (centres undefined)	4.6	11.6	51.0	·	-7.3	-20.7	56.2	-0.3	-3.9	-5.2
O=C(NCc1ccncc1)Nc1ccc(Cl)cc1Cl	-0.3	2.7	79.3	8.7	·	-24.8	74.9	-17.2	-0.6	-2.4
Cc1cc(N/N=C\c2ccccc2)nc(-c2ccccc2O)n1	3.1	8.5	71.0	13.8	2.4	-28.8	62.3	-7.3	-1.8	1.4
COc1ccc(-n2nnnc2SCC(=O)N2C(C)CCCC2C)c(OC)c1 (centres undefined)	2.1	3.4	91.4	41.8	1.3	-75.4	98.6	-0.5	-0.2	-4.9
Cc1ccc2c(Cl)c(C(=O)Nc3ccc4c(c3)OCO4)sc2c1	3.6	11.1	97.3	24.1	-4.9	-33.8	92.9	7.1	-0.6	-13.8
O=C(NC1CCCCC1)C(c1ccco1)N(Cc1ccco1)C(=O)c1ccco1 (centres undefined)	8.9	0.5	89.0	32.1	-0.6	-39.9	83.7	-2.2	-4.2	-4.0
C/C(=N/NC(=O)c1ccccn1)c1ccco1	0.8	2.8	60.2	32.3	2.1	-27.4	59.3	-21.8	-1.4	1.7
C=CCn1c(SCn2nnc3ccccc3c2=O)nnc1C1CCCCC1	3.4	17.1	93.8	24.0	-0.6	-19.8	90.5	-14.0	-0.2	8.0
O=C(CN1CCN(Cc2ccc(F)cc2Cl)C1=O)NCCc1ccccc1	3.7	20.1	92.0	·	-0.7	-13.2	86.0	-6.1	-1.5	-5.6
Cc1ccc(N(C(=O)c2ccc(S(=O)(=O)N3CCOCC3)cc2)C2C=CS(=O)(=O)C2)cc1 (centres undefined)	0.4	10.3	93.6	-13.9	-2.3	-31.6	92.7	-6.8	-2.3	9.7
COC(=O)c1ccc2c(=O)n3c(nc2c1)SCC(c1ccccc1)=N3	1.4	6.2	108.6	·	-0.2	-93.3	118.8	-5.4	-1.5	10.4
The results go on.
SMILES	NPY-Y2 antag	Measles CPE	HCT116 bCat-KO	E-sel TNF inh	Phagocyt inh	Yeast growth inh	PTEN del growth	Yeast life ext	MRP-1 activ	GALR2 blocker
Nc1ccc(Br)c2c1C(=O)c1ccccc1C2=O	-4.9	12.2	92.8	14.9	·	16.9	86.9	-24.9	-2.2	7.3
N#CSCC(=O)c1cccc2ccccc12	-2.4	8.7	87.2	·	-8.0	83.7*	100.7	0.2	-3.3	-0.1
COCCn1ccc(O)c(Cc2ccccc2)c1=O	4.3	8.8	93.7	·	-0.9	-26.1	95.5	0.7	-3.7	0.6
CCOC(=O)N1CCC(NC(=O)C2CCC(CNS(=O)(=O)c3ccc(OC)cc3)CC2)CC1 (centres undefined)	0.8	5.5	92.2	12.7	1.0	-44.5	95.1	-1.2	-2.5	0.3
O=C(O)c1ccc(CSc2nc3ccc(N4C(=O)C5C6C=CC(C6)C5C4=O)cc3s2)cc1 (centres undefined)	4.2	1.4	94.2	-14.4	0.4	-25.9	103.0	1.9	-2.0	10.0
Cc1c(C(=O)NCC2COc3ccccc3O2)oc2ccc(S(=O)(=O)N(C)C3CCCCC3)cc12 (centres undefined)	7.5	18.8	73.7	-0.3	·	-63.7	75.2	-1.4	1.2	2.5
Fc1ccccc1OCCCCn1cncn1	3.0	4.9	94.4	-9.2	·	-4.0	88.2	·	-3.1	-6.0
O=C(CSc1nnc(-c2cccc(Cl)c2)o1)Nc1ccc2c(c1)OCCO2	8.3	7.6	92.2	21.1	·	-17.2	87.6	·	0.3	-9.3
CCC(=O)NNC(=O)CCC(=O)Nc1ccccc1	-0.7	12.1	103.7	3.9	0.2	-3.1	97.8	-6.3	-2.1	-6.9

Single entries from the list.
In Phagocyt inh, N#CSCC(=O)c1cccc2ccccc12 is entered as -8.0
In E-sel TNF inh, O=C(CSc1nnc(-c2cccc(Cl)c2)o1)Nc1ccc2c(c1)OCCO2 is entered as 21.1

Assay outcomes: PubChem BioAssay, several laboratories
